CF NFkB inh – blocks PAF-induced NF-kB reporter in cystic fibrosis cells | AID 588850 | KKLEB NF-kB-GFP reporter, GFP fluorescence overnight | inhibition, % at 5 µM | actives 0.86% (n = 360,000);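 active = at least 50% inhibition at 5 µM, scaled per plate between neutral and stimulator controls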;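 note: PAF is a Pseudomonas aeruginosa culture filtrate used as stimulus; plate controls were PAF-stimulated DMSO wells for no effect and unstimulated DMSO wells for full effect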
LRH-1 inv ag – suppresses constitutive activity of human LRH-1 | O00482 | HEK293T StAR-luciferase reporter, LRH-1 transfected, 24 h | inhibition, % at 3.6 µM | actives 0.13% (n = 360,000) | AID 602396;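 active = inhibition above the mean inhibition of all tested compounds plus 3 SD, cut at about 73% in these data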;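 note: 0% = DMSO wells and 100% = reporter-only cells lacking LRH-1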
Target sequence (O00482 whole entry, looked up): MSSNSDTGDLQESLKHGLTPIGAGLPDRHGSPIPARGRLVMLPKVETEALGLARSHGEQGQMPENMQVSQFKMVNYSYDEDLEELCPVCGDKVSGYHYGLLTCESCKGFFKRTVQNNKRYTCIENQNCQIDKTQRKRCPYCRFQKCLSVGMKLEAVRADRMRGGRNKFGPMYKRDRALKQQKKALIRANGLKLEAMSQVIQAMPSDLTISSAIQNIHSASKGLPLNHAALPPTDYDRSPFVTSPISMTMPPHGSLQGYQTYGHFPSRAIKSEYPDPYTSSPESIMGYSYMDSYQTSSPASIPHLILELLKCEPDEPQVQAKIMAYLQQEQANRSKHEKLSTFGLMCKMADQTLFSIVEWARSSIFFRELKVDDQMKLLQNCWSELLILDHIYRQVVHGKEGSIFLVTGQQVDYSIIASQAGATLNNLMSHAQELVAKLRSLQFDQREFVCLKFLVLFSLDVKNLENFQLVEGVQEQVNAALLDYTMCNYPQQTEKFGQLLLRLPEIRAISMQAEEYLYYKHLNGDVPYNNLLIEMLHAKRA
TRAIL sens C8 – caspase-8 TRAIL sensitization; NB7+C8 cells + TRAIL, ATPlite viability luminescence; actives 1% (n = 360,000); inhibition (viability loss, TRAIL sensitization), % at 10 µM; AID 624354;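 active = compounds causing at least 50% loss of cell viability in the single-dose screen, relative to plate controls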
SRC3 inh – inhibits human SRC3 coactivator. Q9Y6Q9. HEK293 GAL4-SRC3 luciferase reporter, luminescence. inhibition, % at 3.6 µM. actives 0.17% (n = 360,000);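 active = inhibition above a per-campaign cutoff, the mean of all compounds plus 3 SD, cut at about 60% in these data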;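 note: 0% = DMSO-treated cells and 100% = gossypol-treated cells at 36 µM; higher means less SRC3-driven luciferase light from the GAL4 reporter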
TWEAK Fn14 block – TWEAK-Fn14 signaling inhibition | actives 2% (n = 360,000) | TWEAK-stimulated Fn14 reporter cells, luciferase luminescence, 8 h | inhibition, % at 10 µM; in the data active = inhibition above about 50%
KKLEB cytotox – counter-screen for CF NF-kB inhibitors: cytotoxicity | KKLEB CF airway cells viability, ATPlite luminescence, overnight; stronger effect = lower value; cells stimulated with P. aeruginosa culture filtrate | activity change (cytotoxicity), % at 5 µM | actives 0.36% (n = 360,000);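 active = corrected activity change at or below -50% at 5 µM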
LMP1 NFkB inh – inhibitors of Epstein-Barr LMP1-induced NF-kappaB reporter. LMP1-induced NF-kappaB luciferase reporter cells, luminescence. AID 504558. actives 0.69% (n = 350,000). inhibition, % at 12.5 µM; in the data active = inhibition above about 41%;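 note: 0% = neutral control wells and 100% = reference inhibitor control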
TROY signal inh – inhibitors of TROY-dependent NF-kB signaling. inhibition, % at 10 µM. actives 0.98% (n = 360,000). Q293 LMP1-TROYcd NF-kB luciferase reporter, 4 h;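 active = compounds whose plate-normalised and pattern-corrected inhibition of the luciferase reporter signal at the single screening dose is 50% or more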
Shn3 inh set2 – Schnurri-3 reporter inhibition in Clone20 osteoblasts. Clone20 osteoblast Shn3 3'UTR firefly luciferase, 24 h. inhibition, % at 12.5 µM. actives 0.52% (n = 360,000);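 active = mean inhibition of at least 75% with every replicate also reaching 75%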;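 note: 0% = median of neutral control wells and 100% = pilot-screen positive control compound; some compounds past the cut are filed as inactive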
NR2F2 inh – inhibitors of human COUP-TFII (NR2F2); P24468; HEK293T NGFI-A luciferase reporter, luminescence; inhibition, % at 8.6 µM; actives 0.7% (n = 370,000);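 active = inhibition above a per-plate cutoff, mean inhibition of test wells between control levels plus 3 SD, cut at about 38% in these data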;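 note: cells cotransfected with COUP-TFII expression vector driving the NGFI-A reporter; 0% = median of COUP-TF2 test wells and 100% = reporter-only cells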
Target sequence (P24468 whole entry, looked up): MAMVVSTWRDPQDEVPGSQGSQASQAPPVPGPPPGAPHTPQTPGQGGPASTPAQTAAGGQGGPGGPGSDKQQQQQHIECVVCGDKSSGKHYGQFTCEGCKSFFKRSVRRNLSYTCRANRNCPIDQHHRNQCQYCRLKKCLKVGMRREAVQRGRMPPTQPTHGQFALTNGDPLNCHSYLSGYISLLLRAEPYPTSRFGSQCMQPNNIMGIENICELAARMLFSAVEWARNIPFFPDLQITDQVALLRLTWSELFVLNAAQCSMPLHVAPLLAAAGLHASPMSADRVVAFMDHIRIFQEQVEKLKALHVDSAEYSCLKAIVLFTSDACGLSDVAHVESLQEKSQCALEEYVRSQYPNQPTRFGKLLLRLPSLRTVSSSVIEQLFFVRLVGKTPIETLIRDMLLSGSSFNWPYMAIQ
NCOA1 inh – human NCOA1 inhibition | Q15788 | HEK293 GAL4-SRC1 luciferase reporter, luminescence | inhibition, % at 3.6 µM | actives 0.12% (n = 360,000);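 active = inhibition above the campaign mean plus 3 SD, with each screening campaign given its own cutoff, cut at about 60% in these data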;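 note: 0% = DMSO treated cells and 100% = gossypol at 36 µM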
* hit, by the source's call; / = not tested or not shown.

The line under a structure holds: NCOA1 inh	NR2F2 inh	TRAIL sens C8	CF NFkB inh	Shn3 inh set2	TROY signal inh	LMP1 NFkB inh	KKLEB cytotox	SRC3 inh	TWEAK Fn14 block	LRH-1 inv ag
> COc1ccc(OC)c(Nc2nc(N)c([N+](=O)[O-])c(NCc3ccccc3)n2)c1
    16	7	12	15	16	2	/	-8	12	-36	15
> COCCN(C(=O)CSc1nnc(-c2cccc(F)c2)n1N)c1c(N)n(Cc2ccccc2)c(=O)[nH]c1=O
    -2	8	3	-8	6	-14	-2	-8	5	-12	0
> COc1cccc(C(C)(O)c2nc(-c3cnn(C)c3)cs2)c1 (stereo unspecified)
    -26	-2	-3	0	-16	6	/	-4	17	17	11
> COc1ccc(Cc2nnc(SCC(=O)N3CCCC(C)C3)o2)cc1 (stereo unspecified)
    1	-16	-3	-11	6	10	2	4	-6	4	10
> COCCCNC(=O)/C(C#N)=C/c1c(N2CCN(C)CC2)nc2ccccn2c1=O
    -10	-11	-5	6	-3	-6	0	-10	13	14	11
> COc1ccc2cc3cc(C(=O)N4CCN(C5CCCCC5)CC4)oc3nc2c1
    -7	/	12	-7	-7	-4	-2	4	8	2	-19
> O=C(Oc1ccc(N2C(=O)CCC2=O)cc1)c1ccco1
    -4	5	2	4	-8	-3	0	6	7	0	4
> Cc1nc2c(C(=O)NCCC(C)C)c[nH]n2c(=O)c1Cl
    -8	16	-3	-8	15	7	-2	11	2	10	-6
> Cc1cccc(N/C(N)=N/c2nc(C(F)(F)F)cc(C(F)(F)F)n2)c1
    -9	8	-1	-6	27	1	6	0	20	-2	-12
> CC1(C(=O)Nc2ccc(Cl)c(Cl)c2)CCN1Cc1cc2ccccc2o1 (stereo unspecified)
    -9	5	-15	23	-5	-1	/	-7	-2	-2	-7
> COc1ccccc1C(=O)N/N=C(\C)CC(=O)Nc1ccccn1
    -37	-22	10	-13	-2	-39	-15	2	-52	-15	-27
> Cc1cccc(OC(C)C(=O)N2CCN(Cc3ccc4c(c3)OCO4)CC2)c1 (stereo unspecified)
    15	29	18	12	10	7	-1	11	0	-28	25
> COc1ccc(NC(=O)c2ccco2)c(NC(=O)c2ccc([N+](=O)[O-])cc2)c1
    -13	-5	11	27	17	-2	7	-5	-4	-6	-7
> Cc1ccc(F)c(S(=O)(=O)NC(=O)C2(C)CCN2C(=O)C2(c3ccc(Cl)cc3)CC2)c1 (stereo unspecified)
    7	0	-8	-2	12	17	/	-7	-11	8	-3
> Cc1ccc(NC(=O)/C(C#N)=C/c2ccccc2C(F)(F)F)cc1
    16	-14	-1	-43	-10	-37	3	-3	7	-77	10
> Cc1ccc(-c2noc(CCC(=O)NCc3ccc4c(c3)OCO4)n2)cc1
    -8	3	-11	-10	11	-19	3	-1	15	-7	9
> O=[N+]([O-])c1ccc(Sc2n[nH]c(-c3ccncc3)n2)nc1
    -26	12	-6	-18	6	2	-6	3	2	-3	-2
> COc1ccc2[nH]c3c(c2c1)CCN1C(=O)N([C@@H](C)C(=O)NCc2ccccc2OC)C(=O)[C@]31C
    -1	19	2	-1	2	15	3	8	-3	-4	12
> CCC(C)NC(=O)c1cccc(OCc2c(C)noc2C)c1 (stereo unspecified)
    -10	-12	-2	-14	3	-2	4	2	-8	-5	13
> COc1ccc(C(=O)Oc2cc(N)n(S(=O)(=O)c3ccc(C)cc3)n2)cc1
    8	8	0	6	-7	43	7	-9	-7	45	-1
> COc1cc(CNc2ncn[nH]2)ccc1OCc1cccc(C)c1
    -103	5	7	-4	/	-19	-25	4	-55	-7	-60
> O=C(N1CCOCC1)N1CCN(c2ccccc2F)CC1
    9	7	-2	7	-5	-7	0	9	-5	-20	0
> COc1ccc(-c2nn(CCC(=O)O)cc2/C=C2\SC(N)=NC2=O)cc1OC
    4	10	-7	7	3	16	9	-4	-26	-23	-18
> CSc1nnc(-c2cccc(NC(=O)c3ccccc3)c2)n1C
    10	14	-14	-1	-2	3	/	2	5	-5	-2
> COc1ccc(-n2c(O)c(C=Nc3ccccc3)c3ccccc3c2=O)cc1
    7	3	16	47	5	2	-29	-52*	-2	1	5
> Cc1ccc2cc(C(c3nnnn3CC3CCCO3)N3CCCC4(CCCCC4)C3)c(=O)[nH]c2c1 (stereo unspecified)
    -6	14	4	7	-9	4	1	-1	15	5	29
> CN(C1CCCCC1)S(=O)(=O)c1cccc(C(=O)Nc2ccccn2)c1
    -6	30	-2	6	2	-16	-7	0	2	13	-8
> Cc1nn(C)c(C)c1S(=O)(=O)N1CCC(C(=O)Nc2ccc3c(c2)OCCO3)CC1
    0	4	-10	-8	14	66*	19	10	10	79*	-3
> O=C(NCCc1ccccc1)C1(c2ccccc2)CC1(Cl)Cl (stereo unspecified)
    -1	-16	-4	-6	-1	-21	-12	-3	0	3	10
> CC(C)CCN1CCC(CN2CCNC(=O)C2=O)CC1
    4	3	-3	3	10	-5	-1	12	-1	3	-7

Later entries.
The line under a structure holds: NCOA1 inh	NR2F2 inh	TRAIL sens C8	CF NFkB inh	Shn3 inh set2	TROY signal inh	LMP1 NFkB inh	KKLEB cytotox	SRC3 inh	TWEAK Fn14 block	LRH-1 inv ag
> Cc1ccc(NC(=O)c2cnccn2)c(C)c1
    -33	-14	-3	10	-35	-10	-7	1	-17	-16	15
> COc1ccc(NC(=O)Nc2ccc3c(c2)C(=O)N([C@H](C)CO)C[C@H](C)[C@@H](CN(C)C(=O)Nc2ccc4c(c2)OCO4)O3)cc1
    -18	3	-10	-7	-1	-39	36	-4	1	-18	-1
> CCCCC(=O)Nc1ccc(C(=O)OC2CCCCC2)cc1
    -15	-9	5	6	14	-48	-19	-18	-21	-42	-39
> CN(CCc1ccccc1)C(=O)c1cccc(NC(=O)Cc2cccc(NC(=O)C3CCN(C(=O)C4CCCCC4)CC3)c2)c1
    -6	8	0	-14	0	8	-9	-1	-4	-16	9
> CN1CCCNc2nc3ccccc3nc21
    -2	-13	3	-3	-33	-35	-2	8	-7	6	-20
> O=C(c1cc(COc2cccc(C(F)(F)F)c2)on1)N1CCCC1
    -15	-12	-26	-11	-48	-53	-9	4	-42	-18	6
> Cc1nc(N2CCN(c3ccccc3)CC2)[nH]c(=O)c1C
    -28	2	-4	-7	8	-8	-4	1	4	0	-1
> Cc1c(-c2ccccc2)nc2ccccc2c1C(=O)OCC(=O)Nc1ncc(C(F)(F)F)cc1Cl
    7	-2	9	-14	-8	24	-12	-1	2	13	5
> CCCC[C@H]1COCCS(=O)(=O)N1Cc1cccc([N+](=O)[O-])c1
    5	-13	7	7	8	-4	-5	-6	16	12	-3
> Cc1ccc(O)c(-c2cc(-c3ccccc3C)[nH]n2)c1
    -14	-16	1	-1	-21	-51	-4	1	-22	-8	-19
> O=C(NCc1ccccn1)c1cccs1
    -1	-3	-8	0	-18	17	2	7	-30	-2	-18
> CCN1C(=O)[C@H]2[C@@H](c3ccc(C(F)(F)F)cc3)N[C@]3(CCCN(Cc4ccc(Br)cc4)C3=O)[C@H]2C1=O
    12	-9	2	-22	15	-4	34	2	0	9	28
> O=C(COC(=O)c1cc(=O)[nH]c2ccccc12)NC1CCCC1
    5	8	-3	-7	-3	7	-25	-4	5	-2	13
> CC(Sc1nnc(N)s1)C(=O)NCc1ccc2c(c1)OCO2 (stereo unspecified)
    -13	-14	0	11	-22	-21	-6	0	-16	-11	7
> CN(C)C(=O)CSc1nnc(-c2ccncc2)n1Cc1ccco1
    -1	0	-3	-12	8	-3	4	-12	12	-4	2
> O=C(Nc1ccccc1)c1cccc(N2CCCC2=O)c1
    -59	-23	12	-19	-53	-51	-10	3	-58	8	-23
> COCCn1ccc2c(OCC(=O)NCc3ccccc3)cccc2c1=O
    -1	-9	5	2	5	8	-5	12	-13	4	6
> COc1cc(/C=C(\NC(=O)c2ccccc2)C(=O)Nc2cccc(O)c2)c([N+](=O)[O-])cc1OC
    -2	0	-10	-2	-2	9	-5	-1	17	-6	19
> CCCCn1c(SCC(=O)Nc2ccc3c(c2)OCO3)nc2c1c(=O)n(C)c(=O)n2C
    5	16	-3	-14	77	15	6	9	-9	20	19
> COc1ccc(C)cc1NC(C)C(=O)NC(=O)NC1CCCCC1 (stereo unspecified)
    -6	10	-1	9	-35	14	-3	-2	-29	16	10
> CSc1ncccc1C(=O)N1CCCC(CCC(=O)NCc2ccc(F)c(F)c2)C1 (stereo unspecified)
    -12	-12	2	-15	-10	8	-7	-4	13	-8	-8
> CN(C)/C=C(\C#N)S(=O)(=O)C(C)(C)C
    11	-4	-3	0	12	8	-6	0	-8	-2	10
> COc1cc(CN2CCN(S(=O)(=O)c3ccc(NC(C)=O)cc3)CC2)cc(OC)c1O
    -17	/	-28	13	15	-2	8	-3	17	-3	-5
> CCCNC(=O)C1(C)CCCN(Cc2ccc3c(c2)OCO3)C1 (stereo unspecified)
    -3	-12	-15	1	-1	12	/	-7	-2	-4	15
> C[C@@H]1CCCCO[C@@H](CN(C)C(=O)c2ccncc2)[C@@H](C)CN([C@H](C)CO)C(=O)c2cc(NC(=O)Cc3ccccc3)ccc2O1
    -13	-4	-7	-7	10	-15	2	-4	-21	-9	-3
> CCc1nc2ccc(C(=O)Nc3cccc(OCC(=O)N(C)C)c3)cn2c1N(C)Cc1cc2ccccc2s1
    -9	5	12	53*	9	45	/	-10	-28	35	-8

Screening data deposited in PubChem by several laboratories.

Some of the compounds tested. The share of hits here may be higher or lower than overall.
